# LDHA inh = qHTS assay for inhibitors of human lactate dehydrogenase | purified LDHA, NADH/diaphorase-resazurin fluorescence; stronger effect = lower value | activity change, % (values are at about 110 or 230 µM) | 480,000 compounds, 0.15% hits | AID 1347041, 2019; in the data active = activity change below about -30%; inconclusive = mostly about -25% to -30%;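 also: plate controls were DMSO wells for no effect and wells without enzyme for full effect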
#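 Remaining NADH was detected by diaphorase (0.133 mg/mL) converting 37 µM resazurin to fluorescent resorufin, read at 0 and 20 minutes. The preceding 5-minute room-temperature reaction used 2 nM LDHA, 0.2 mM sodium pyruvate and 0.06 mM NADH at pH 7.4.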
# Vif-APOBEC3G blk = qHTS for Inhibitors of Vif-A3G Interactions: qHTS. DNA dC->dU-editing enzyme APOBEC-3G (Homo sapiens), Q9HC16. HeLa A3G-eYFP + Vif (tagged APOBEC3G with the HIV-1 protein that degrades it), YFP fluorescence, overnight. Potency, µM (titrated, usually from 46.1 µM), without a hit: at the top dose activity, negative = active, most hits filed as inhibitors. 410,000 compounds, 0.076% hits;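 also: potency is read from the fitted curve at half-maximal effect; % is scaled to controls: 0 for no effect and ±100 for the full control effect; nearly all actives have a fitted effect of over 60% in size; hits raise eYFP signal because A3G escapes Vif-driven loss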
# Target sequence (Q9HC16 whole entry, looked up): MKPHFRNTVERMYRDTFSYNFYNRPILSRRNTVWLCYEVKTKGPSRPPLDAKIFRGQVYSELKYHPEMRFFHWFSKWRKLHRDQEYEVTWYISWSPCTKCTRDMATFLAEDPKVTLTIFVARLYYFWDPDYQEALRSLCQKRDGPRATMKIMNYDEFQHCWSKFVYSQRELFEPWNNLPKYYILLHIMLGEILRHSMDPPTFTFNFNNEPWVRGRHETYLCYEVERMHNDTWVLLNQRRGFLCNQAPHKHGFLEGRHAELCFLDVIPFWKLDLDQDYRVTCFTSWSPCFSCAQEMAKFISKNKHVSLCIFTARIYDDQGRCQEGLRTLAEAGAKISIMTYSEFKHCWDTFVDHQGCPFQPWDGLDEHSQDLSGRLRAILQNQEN
#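 HeLa cells stably expressing Vif and C-terminally eYFP-tagged A3G, seeded overnight at 37 deg C, then exposed to compound by pintool overnight at 37 deg C. Rise in yellow fluorescence (Ex 488/Em 500-530, Acumen) marks blocked Vif-driven A3G degradation.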
# RXFP1 agonist = qHTS Assay for Agonists of the Relaxin Receptor RXFP1; HEK293T-RXFP1 cAMP TR-FRET, 30 min; response scale: percent of porcine relaxin response, buffer zero; Potency, µM (highest dose often 57.5 µM), for inactives: at the highest dose activation, most hits filed as activators; 370,000 compounds, 0.3% hits; AID 2676, 2010; also: potency is read from the fitted curve at half-maximal effect; % is scaled to controls: 0 for no effect and ±100 for the full control effect; nearly all actives have a fitted effect of over 60% in size; many of its hits are not listed in these tables
#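 cAMP rise read by TR-FRET after 30 min, 37C compound exposure (up to 58 uM) in RXFP1-transfected HEK293 cells with Ro 20174 present. EC50 from Hill-equation fits, with 29 nM porcine relaxin as 100% and buffer as basal.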
# D1 agonist = Allosteric Agonists of the Human D1 Dopamine Receptor: qHTS | HEK293 T-REx D1 cells, calcium flux, agonist mode | activation, % at 2 µM | 360,000 compounds, 1% hits | AID 504660, 2011; in the data active = activation above about 30%; also: 0% is about no effect
# Target sequence (P21728 whole entry, looked up): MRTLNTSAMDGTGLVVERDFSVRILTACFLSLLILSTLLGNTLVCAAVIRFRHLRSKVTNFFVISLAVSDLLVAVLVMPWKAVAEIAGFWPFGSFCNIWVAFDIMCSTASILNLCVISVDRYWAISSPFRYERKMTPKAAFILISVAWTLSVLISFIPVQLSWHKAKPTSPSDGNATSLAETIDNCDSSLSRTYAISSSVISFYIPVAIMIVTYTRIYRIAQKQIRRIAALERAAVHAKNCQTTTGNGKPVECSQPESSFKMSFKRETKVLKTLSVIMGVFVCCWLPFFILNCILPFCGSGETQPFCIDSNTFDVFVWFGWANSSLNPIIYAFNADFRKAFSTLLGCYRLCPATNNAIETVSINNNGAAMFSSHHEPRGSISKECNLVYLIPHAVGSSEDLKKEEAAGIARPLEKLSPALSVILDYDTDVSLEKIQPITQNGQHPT
#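 Tetracycline-induced HEK293 TREx D1 cells, force-coupled to calcium signalling, were dye-loaded with a no-wash calcium kit. Compound was pin-added after a 10 s baseline. Fluorescence was read kinetically at 1 cycle/s for 180 s, with calcium rises flagged as agonism.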
# D1 antag = Antagonist of Human D 1 Dopamine Receptor: qHTS; HEK293 TREx D1 cells, calcium flux, dopamine EC80; stronger effect = lower value; activity change, negative = inhibition, % at 10 µM; 360,000 compounds, 3.2% hits; AID 504652, 2011; in the data active = activity change below about -30%; also: % is scaled to controls: 0 for no effect and ±100 for the full control effect
#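 Cells carrying a force-coupled, tetracycline-inducible human D1 receptor report calcium flux. Each well gets a 10 s baseline, compound with 180 s monitoring, then an EC80 dopamine stimulus with a second 180 s kinetic read.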
# Vif-APOBEC3F blk = qHTS for Inhibitors of Vif-A3F Interactions: qHTS. 390,000 compounds, 0.2% hits. Potency, µM (titrated, usually from 46.1 µM), for inactives: top-dose activity, negative = active. HeLa A3F-eYFP + Vif (tagged APOBEC3F with the HIV-1 protein that degrades it), YFP fluorescence increase; also: potency is read from the fitted curve at half-maximal effect; % of control where 0% means no effect; nearly all actives have a fitted effect of over 65% in size
#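 HeLa cells stably expressing Vif plus C-terminally eYFP-tagged A3F were seeded, incubated overnight at 37 deg C, dosed with compound, incubated overnight again at 37 deg C. Yellow fluorescence (Ex 488/Em 500-530) reported blocked Vif-mediated A3F-eYFP degradation.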
# D1 potentiator = Potentiators of Human D1 Dopamine Receptor: qHTS; AID 504651, 2011; D(1A) dopamine receptor (Homo sapiens), P21728; 360,000 compounds, 0.036% hits; HEK293 TREx D1 cells, calcium flux, dopamine EC20 potentiation; potentiation, % at 10 µM; in the data active = potentiation above about 30%; also: 0% is about no effect
# GRP78 ERSR act = qHTS for Inducers of the Endoplasmic Reticulum Stress Response (ERSR) in Human Glioma: qHTS; U87-MG GRP78 promoter luciferase reporter, 16 h; Potency, µM, inactives show at the highest dose activation, usual class: activators; 420,000 compounds, 0.02% hits; also: potency is read from the fitted curve at half-maximal effect; series mostly up to about 76 µM; % of control where 0% means no effect; nearly all actives have a fitted effect of over 35% in size
#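 ERSR induction read as luciferase luminescence (Bright-Glo, 10 min at room temperature) in stably transfected human U87-MG glioma cells exposed to compounds for 16 h, using GRP78 as sensor.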
# D2 PAM = HTS Assay for Positive Allosteric Modulators of the Human D2 Dopamine Receptor: Primary Screen for Potentiators; D(2) dopamine receptor (Homo sapiens), P14416; HEK293 T-REx D2, calcium flux, EC20 dopamine potentiation; 340,000 compounds, 0.34% hits; AID 485347, 2010; potentiation, % at 10 µM;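 active = potentiation over 3 SD above the plate norm, cut at about 30% in these data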; also: 0% is about no effect
#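 Potentiation of an EC20 dopamine calcium response is measured in a force-coupled, tetracycline-inducible Hek293 Trex D2 line. Compound-only kinetic reads over 180 s flag agonists before dopamine addition.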
# Active calls of the source: *; ? = inconclusive; · = not tested or not shown; & = joins results of further samples. Unless noted, calls follow the shape of the dose curve; as a rule, active = well fitted curve in the direction sought with a large enough effect; inconclusive = small, poorly fitted or top-dose-only effect, or another doubt; inactive = no such curve, though single readings can be large; an effect the other way counts as inactive or inconclusive.
SMILES,LDHA inh,Vif-APOBEC3G blk,RXFP1 agonist,D1 agonist,D1 antag,Vif-APOBEC3F blk,D1 potentiator,GRP78 ERSR act,D2 PAM
CCOC(=O)c1sc(NC(=O)c2ccc(C)s2)cc1C,-3,-4%,0.3%,-1,25,1%,-6,-6%,-26
COC(=O)Cc1c(O)ccn(Cc2ccccc2OC)c1=O,-2,-1%,2.2%,4,1,2%,-2,-2%,·
Cc1ccc(S(=O)(=O)C2(C(=O)Nc3cccc(F)c3)CC2)cc1,-12,0%,1.6%,-1,25,-2%,-7,0%,7
COc1ccc2nc(NC(=O)CN(c3ccc(C)cc3)S(=O)(=O)c3c(C)nn(C)c3C)sc2c1,-10,-1%,1.0%,21,42,-5%,2,-3%,-3
O=C1c2ccccc2C(=O)N1CCCn1ccnc1,-6,2%,0.2%,4,-11,-1%,3,-3%,4
N#CCSc1nnc(C2CCCCC2)n1-c1ccccc1,-15,2%,-1.7%,0,3,0%,1,-3%,-6
CCN(C(=O)Cn1nnc2sc3c(c2c1=O)CCC(C(C)(C)C)C3)c1cccc(C)c1 (centres undefined),0,·,0.0%,0,5,·,2,·,2
CC1(C)Cc2[nH]c3ccccc3c2C(C)(C)N1,0,1%,-0.9%,11,-4,-14%,-2,-8%,11
O=C(O)CCc1nnc(SCC(=O)Nc2ccc(Cl)c(C(F)(F)F)c2)[nH]c1=O,-19,-2%,-1.3%,8,-1,-1%,1,0%,7
CC(C)(C)c1ccc(OCC(=O)Nc2cccc(S(=O)(=O)NC3=NCCCCC3)c2)cc1,1,0%,0.4%,7,8,4%,-5,-2%,13
CCCCC(=O)Nc1ccc(NC(=S)NC(=O)CC(C)C)cc1OC,-6,-5%,-2.4%,10,0,-6%,-2,-6%,10
O=C(NC1CCCCC1)NC1CCN(C(=S)NCc2ccco2)CC1,-9,-1%,2.2%,2,-8,-4%,-4,-5%,8
CC(C)(C)c1ccc(-c2nc(SCCCOc3ccccc3)n3[nH]c(=O)cc3n2)cc1,2,·,-1.9%,1,-20,·,-2,·,-8
CCC12CN3CC(C)(CN(C1)C3c1c[nH]c3ccc(OC)cc13)C2=O (centres undefined),-3&-4,-2%,-1.7%,0,1,0%,1,-3%,0
COc1ccc(C2N(C(=O)CN3CCCC3)CCCN2S(=O)(=O)c2ccccc2)cc1 (centres undefined),-11,-4%,-4.9%,32*,8,0%,3,-6%,-26
CCc1nnc(NC(=O)CSC(=S)N2CCOCC2)s1,1,4%,0.4%,2,-7,-7%,2,0%,15
O=C(N/C=N/OCc1cccc(C(F)(F)F)c1)N1OC[C@@H]2COc3ccc4ccccc4c3[C@@H]21,-4,-1%,-0.1%,8,-9,-9%,0,1%,-2
O=C(CCS(=O)(=O)c1cccc2nsnc12)NC1CCCCC1,-2,-8%,2.9%,2,-26,2%,-10,8%,11
Cc1ccc(Nc2nnc(SCc3cc(=O)n4cc(C)ccc4n3)s2)cc1,-3,0%,2.1%,1,-12,3%,-4,-3%,6
CC(C)c1nc2sc(C(=O)O)c(N)c2c2c1CCCC2,1,-5%,3.2%,0,25,-5%,-4,2%,-5
O=C(C1CC(=O)N(C2CCCCC2)C1)N1CCN(c2cccc(C(F)(F)F)c2)CC1 (centres undefined),0,0%,0.0%,5,-6,2%,-3,-3%,8
COc1ccc(C(=O)OCCN2CCOCC2)cc1,-3,-5%,1.6%,2,5,7%,-2,0%,13
CN(C)C(=O)c1ccc2c(c1)N(CC(=O)NCc1ccc(F)cc1)C(=O)C1CCCCN21 (centres undefined),-3,-5%,1.9%,5,-16,-3%,-2,-2%,11
CC(=O)NN1C(=O)/C(=C2/Sc3ccc(Cl)cc3N2C)SC1=S,-12,-10%,29%,2,11,-8%,-4,-5%,-6
C(=N\N=C\c1cccnc1)/c1cccnc1,0,0%,-0.6%,0,-11,-11%,-7,1%,14
C#CCOCCOCCOCCNc1nc(N2CCN(C(=O)Cn3cc(CCCN=C(N)N)nn3)CC2)nc(N2CCN(C(=O)[C@H]([C@@H](C)CC)n3cc(CCCN=C(N)N)nn3)CC2)n1,·,·,1.6%,-3,0,·,0,·,-3
CCOc1ccc(NS(=O)(=O)c2cc(C(=O)NCCN3CCOCC3)ccc2C)cc1,-9,1%,·,·,·,-10%,·,-2%,·
NC(=O)c1nsc(C(=O)N(CC(=O)NCc2ccc(F)cc2)Cc2ccco2)c1N,0,-18%,-0.3%,1,-3,-14%,0,0%,-4
Cc1ccc(CNC(=O)CN2C(=O)CCc3cc(S(=O)(=O)N4CCCCC4)ccc32)cc1,1,4%,7.7%,-1,16,-1%,-1,-1%,4
COc1cccc(COC(=O)c2ccc(-c3nnn(Cc4ccccc4)n3)cc2)c1,-7,·,1.4%,3,5,·,-3,·,6
COc1cc(CN(C(=O)c2ccccc2Br)c2ccccn2)cc(OC)c1OC,-5,5%,1.8%,-2,-67*,1%,-1,-3%,0
CCCCN1CC(COC)Oc2cccc(F)c2S1(=O)=O (centres undefined),-11,0%,·,·,·,5%,·,0%,·
CC(C)(C)C1(C)OC(=O)C(=Cc2ccc(OCC(=O)Nc3ccccc3)cc2)C(=O)O1 (centres undefined),-2,2%,0.4%,2,-5,-4%,-8,-2%,-9
CCc1nnc(SCc2ccc(OC)c(Br)c2)n1N,-3,2%,0.0%,-1,-6,-7%,0,-4%,15
CN1CCN(C(CNC(=O)C(=O)Nc2ccc3c(c2)OCCO3)c2ccc(F)cc2)CC1 (centres undefined),-4,0%,0.3%,4,-3,7%,-4,-5%,-12
COc1ccc(N(CC(=O)NCc2ccc(F)cc2)S(=O)(=O)c2c(C)n[nH]c2C)cc1,-6&-1,1%&-4%,3.4%&1.2%,3&2,0&19,-11%&5%,-2&2,-4%&0%,-3&18
CCCCSc1nc2sc3c(c2c(=O)[nH]1)CCC3,-7,1%,-1.7%,4,-2,-16%,6,-4%,-1
CCOC(=O)C1CCCN(c2c(N3CCN(C4CCCCC4)CC3)c(=O)c2=O)C1 (centres undefined),-1,0%,0.6%,1,-6,-2%,·,-2%,-1
CONC(=O)c1cc(OCC(F)(F)F)ccc1OCC(F)(F)F,-14,0%,-1.6%,0,8,-2%,0,-3%,-2
Cn1ccc2c(OCC(=O)Nc3ccc([N+](=O)[O-])cc3)cccc2c1=O,-13,-1%,1.2%,3,-37*,1%,0,-3%,11

# One compound at a time, from the list above. Order of screens: LDHA inh	Vif-APOBEC3G blk	RXFP1 agonist	D1 agonist	D1 antag	Vif-APOBEC3F blk	D1 potentiator	GRP78 ERSR act	D2 PAM
# Cc1ccc(S(=O)(=O)C2(C(=O)Nc3cccc(F)c3)CC2)cc1 as listed: -12	0%	1.6%	-1	25	-2%	-7	0%	7
# CONC(=O)c1cc(OCC(F)(F)F)ccc1OCC(F)(F)F as listed: -14	0%	-1.6%	0	8	-2%	0	-3%	-2

# Other structures.
SMILES,LDHA inh,Vif-APOBEC3G blk,RXFP1 agonist,D1 agonist,D1 antag,Vif-APOBEC3F blk,D1 potentiator,GRP78 ERSR act,D2 PAM
COc1ccc(NS(=O)(=O)c2cc(Br)cc3c2N(C(C)=O)CC3)cc1,-3,?,0.0%,0,3,-5%,-4,-3%,-34
CS(=O)(=O)N1N=C(c2cccs2)CC1c1ccccc1 (centres undefined),-3,0%,0.3%,0,6,-25%,-2,-1%,0
COc1ccc(NC(=O)N(C)[C@H]2C[C@H]3c4[nH]c5ccccc5c4CCN3C(=O)[C@H]2CO)cc1,-11,-2%,·,·,·,-5%,·,1%,·
COc1ccc(Br)cc1CNC(C)c1ccccc1 (centres undefined),-1,-3%,2.5%,5,12,-3%,-2,-1%,9
COc1ccccc1-n1cnnc1SCC(=O)Nc1cc(C)on1,4,?,-1.0%,1,4,-29%,4,-5%,2
Cc1ccc(C(C)(C)C)cc1S(=O)(=O)N1CC(=O)Nc2ccccc21,7,4%,-1.3%,3,-7,15%,·,-4%,5
O=C(CSc1nc2[nH]ncc2c(=O)[nH]1)NCCc1ccccc1,-2,2%,1.1%,7,-9,-8%,-3,-1%,-3
Cc1ccc(-n2ncc3c(NCCCN4CCCC4=O)ncnc32)c(C)c1,-9,1%,0.0%,0,2,-5%,-2,-2%,12
O=C(CO)N/N=C/c1c2ccccc2cc2ccccc12,9,-2%,-1.0%,1,-17,?,-9,-2%,11
O=c1cc(CN2CCN(c3ccccc3F)CC2)c2cc(O)c(-c3ccccc3)cc2o1,-3,2%,-0.1%,1,5,-8%,1,-3%,-1
COc1ccc(C(=O)c2c3ccc(C(F)(F)F)cc3[n+]([O-])n2CCCC(N)=O)cc1,-7,3%,-0.7%,-1,-10,0%,-7,-4%,11
CN(c1nc2ccccc2[nH]c1=O)C1CCCCC1,-3,-20%,1.7%,10,-9,?,-8,3%,10
Fc1ccccc1N1CCN(c2nc3ccccc3n3nnnc23)CC1,-1,-15%,0.8%,8,-9,?,8,0%,7
CC1=C(C(=O)OC(C)C)C(c2ccco2)NC(=O)N1 (centres undefined),-3,3%,0.2%,0,-5,·,0,4%,13
COc1ccc(CNC(=O)CN2C(=O)CSc3ccc(S(=O)(=O)N4CCOCC4)cc32)cc1,-2,0%,-3.3%,0,-12,4%,-2,-2%,17

# Source: PubChem BioAssay (National Center for Advancing Translational Sciences (NCATS))

# Some of the compounds tested; count on the stated rates, not on these rows.
